D1 antagonist = human D1 dopamine receptor antagonism; actives 3.2% (n = 360,000); HEK293 TREx D1 cells, calcium flux, dopamine EC80; stronger effect = lower value; activity change, negative = inhibition, % at 10 µM; in the data active = activity change below about -30%; note: % is set by controls: 0 for no effect and ±100 for the full control effect
Target sequence (P21728 whole entry, looked up): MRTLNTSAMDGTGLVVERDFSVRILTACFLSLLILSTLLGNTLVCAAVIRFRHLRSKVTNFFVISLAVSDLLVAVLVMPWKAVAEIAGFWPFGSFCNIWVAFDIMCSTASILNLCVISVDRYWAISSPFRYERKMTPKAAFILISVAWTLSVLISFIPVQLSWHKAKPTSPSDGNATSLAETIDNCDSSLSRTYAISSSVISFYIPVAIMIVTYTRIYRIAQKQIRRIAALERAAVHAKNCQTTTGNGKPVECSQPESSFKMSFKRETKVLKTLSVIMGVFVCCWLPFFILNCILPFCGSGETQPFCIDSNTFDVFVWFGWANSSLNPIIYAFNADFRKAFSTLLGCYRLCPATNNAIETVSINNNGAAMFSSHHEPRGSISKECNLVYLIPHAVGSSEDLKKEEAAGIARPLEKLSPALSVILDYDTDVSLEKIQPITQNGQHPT
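Tetracycline-induced HEK293 T-REx cells with force-coupled D1 receptor were loaded with a no-wash calcium dye. Compound was added after a 10 s baseline and read kinetically for 180 s; EC80 dopamine was then added and calcium flux followed another 180 s.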
D2 agonist = agonists of human D2 dopamine receptor. P14416. HEK293 T-REx D2 cells, calcium flux agonist mode. activation, % at 2 µM. actives 0.53% (n = 340,000);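 active = activation over 3 SD above normal in the single-dose calcium agonist read, cut at about 30% in these data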; note: 0% is about no effect
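Agonism is scored from calcium flux in a force-coupled, inducible HEK293 cell line expressing D2, read kinetically for 180 s after compound addition against dopamine controls.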
TRHR agonist = agonists of human TRH receptor. P34981. TRHR cells, calcium flux fluo-8, FDSS agonist mode. activation, % at 2 µM. actives 0.18% (n = 360,000). AID 493084; note: 0% is about no effect
Target sequence (P34981 whole entry, looked up): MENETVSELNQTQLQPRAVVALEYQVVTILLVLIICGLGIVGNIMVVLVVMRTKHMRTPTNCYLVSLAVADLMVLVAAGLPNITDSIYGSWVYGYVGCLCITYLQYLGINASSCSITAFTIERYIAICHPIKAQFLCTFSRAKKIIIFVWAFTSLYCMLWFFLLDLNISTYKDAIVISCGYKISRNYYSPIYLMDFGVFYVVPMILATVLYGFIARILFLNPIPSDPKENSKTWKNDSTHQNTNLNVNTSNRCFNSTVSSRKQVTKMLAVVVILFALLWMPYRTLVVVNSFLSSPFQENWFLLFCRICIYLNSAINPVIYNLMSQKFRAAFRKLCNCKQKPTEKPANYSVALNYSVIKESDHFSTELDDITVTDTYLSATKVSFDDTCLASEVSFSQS
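Steps: seed TRHR cells overnight; add fluo-8 no-wash Ca dye, RT 30 min–1.5 h; record 10 s baseline; pin-transfer compounds; monitor fluorescence 1 cycle/s for the agonist window. Calcium increases flag candidate agonists.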
D1 ag = human D1 receptor agonism | actives 1% (n = 360,000) | HEK293 T-REx D1 cells, calcium flux, agonist mode | AID 504660 | P21728 | activation, % at 2 µM; note: 0% is about no effect
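Tetracycline-induced HEK293 TREx D1 cells, force-coupled to calcium signalling, were dye-loaded with a no-wash calcium kit. Compound was pin-added after a 10 s baseline. Fluorescence was read kinetically at 1 cycle/s for 180 s, with calcium rises flagged as agonism.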
TRHR enhancer = allosteric enhancers of human TRH receptor; actives 0.66% (n = 360,000); enhancement, % at 2 µM; P34981; TRHR cells, fluo-8 calcium fluorescence, EC20 TRH enhancement; AID 493056; in the data active = enhancement above about 30%; note: 0% is about no effect
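Enhancer read-out: after compound pinning and an initial kinetic agonist-mode read, an EC20 of TRH (10 nM final) was injected and fluo-8 calcium signal (Ex 480/Em 530) followed at 1 s/cycle for 100 cycles in TRHR-expressing cells.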
D2 antagonist = D2 dopamine receptor (human) antagonism; P14416; HEK293 TREx D2 cells, calcium flux, dopamine EC80; inhibition, % at 10 µM; actives 2% (n = 340,000); in the data active = inhibition above about 30%; note: 0% is about no effect
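Calcium flux kinetic readout in an inducible HEK293 TREx D2 line plated overnight at 30 C. After 180 s compound exposure, an EC80 dopamine challenge follows with another 180 s kinetic read to detect antagonism.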
D1 potentiator = human D1 dopamine receptor positive modulation | P21728 | AID 504651 | HEK293 TREx D1 cells, calcium flux, dopamine EC20 potentiation | actives 0.036% (n = 360,000) | potentiation, % at 10 µM; in the data active = potentiation above about 30%; note: 0% is about no effect
D2 potentiator = positively modulates the human D2 dopamine receptor allosterically; potentiation, % at 10 µM; HEK293 T-REx D2, calcium flux, EC20 dopamine potentiation; P14416; actives 0.34% (n = 340,000);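 active = potentiation over 3 SD above the plate norm, cut at about 30% in these data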; note: 0% is about no effect
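Tetracycline-induced HEK293 T-REx cells force-coupled to calcium signalling expressed D2; compounds were pin-added after a 10 s baseline, read kinetically 180 s, then an EC20 dopamine challenge followed with a further 180 s calcium read.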
RXFP1 antagonist = RXFP1 (human) relaxin receptor antagonism | Q9HBX9 | HEK293-RXFP1, relaxin-stimulated cAMP HTRF, 30 min; stronger effect = lower value | activity change, negative = inhibition, % at 57.5 µM | actives 0.59% (n = 350,000) | AID 1259400;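 active = activity change of -60% or lower, but not beyond a set lower limit; inconclusive = change between -60% and -40%, or beyond the set limit; inactive = change above -40%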; note: % is set by controls: 0 for no effect and ±100 for the full control effect
Active calls of the source: *; u = inconclusive; x = not tested or not shown. Cut-off read from the data, not from the text of the source, unless noted: active = activation above about 30%; inactive = the rest.

Values run as follows: D1 ag, D2 potentiator, TRHR enhancer, D2 antagonist, D2 agonist, D1 potentiator, RXFP1 antagonist, D1 antagonist, TRHR agonist
- O=C1CN(C(=O)CSc2nc(-c3ccccc3)cs2)c2ccccc2N1
  4, 2, -1, -8, -0.9, -3, 0, 5, 0.3
- CC(=O)c1cc(-c2ccc(F)cc2)n(CCC(=O)Nc2cccc(C)n2)c1C
  14, 7, 0, 7, -0.5, -4, -5, -1, 2.5
- O=C(Nc1nccs1)c1ccc(-c2ccc(F)cc2)o1
  1, -2, 0, -13, 0.8, 0, -29, -10, -1.5
- COc1ccc(C=C2C=C(C(C)(C)C)C(=O)C(C(C)(C)C)=C2)cc1OC
  7, -2, 0, 6, 1.5, -1, -88*, 31, 0.0
- CC(C)c1ccc(NC(=O)c2ccccc2NC(=O)C2CC=CCC2C(=O)O)cc1 (configuration not stated)
  2, 4, 11, -12, 0.5, -3, 1, -4, 0.3
- CC(C)NC(=O)c1cc(-c2ccc(Br)cc2)on1
  5, -3, 2, 14, -0.9, 2, 3, -2, 0.2
- COc1cccc(NC(=O)CN2C(=O)NC3(CCCc4ccccc43)C2=O)c1 (configuration not stated)
  1, 0, -3, 3, -0.1, 1, 9, 7, 0.0
- c1cncc(CNc2ncnc3sccc23)c1
  12, -4, -4, -15, -0.1, -3, 1, 13, 0.1
- CC(C)COc1ccc(C(=O)N2CCN(CCc3ccncc3)CC2)cc1
  7, 17, -17, x, -1.7, -2, x, -16, -0.2
- CC(C)Oc1cccc(C(=O)C2CCCN(C(=O)c3ccoc3)C2)c1 (configuration not stated)
  0, -2, -7, -4, 0.5, -3, -2, 4, -1.9
- O=C(O)CC/C(=C\c1ccc(Cl)c([N+](=O)[O-])c1)c1nc2ccccc2s1
  1, -6, 4, 16, 1.2, 1, -9, -1, -0.4
- NC(=O)CC(NC(=O)Cc1cccc2ccccc12)c1ccc(N2CCN(c3ccc(F)cc3)CC2)c([N+](=O)[O-])c1 (configuration not stated)
  3, -5, 11, -1, -0.2, -5, x, -14, -0.1
- O=C(Cn1ccc(NC(=O)OCc2ccccc2)nc1=O)NCC1CCCO1 (configuration not stated)
  1, 14, 5, 2, -0.4, 4, x, x, 0.3
- COc1cccc(CNS(=O)(=O)c2ccc(N3CCCC3=O)cc2)c1
  16, -8, 0, -15, 1.6, -2, 3, 6, -0.3
- CCCCCCCCC(=O)N1CCN(c2cc3c(cc2F)c(=O)c(C(=O)O)cn3CC)CC1
  1, 11, -8, 11, -0.4, -5, -6, 4, -1.8
- COc1ccc(N2C(=O)c3ccccc3NC2c2ccccc2O)cc1 (configuration not stated)
  3, 17, -7, 1, 0.2, -8, -10, 2, -0.7
- CCOC(=O)/C(C#N)=C/c1ccc(OC(=O)c2ccccn2)cc1
  2, x, -6, x, x, -7, -3, -4, -0.1
- COc1ccc(-c2[nH]ncc2CN(C)CCN2CCOCC2)cc1F
  4, 5, 0, 0, -0.3, 3, -8, -1, 1.4
- CCC(c1nnnn1C1CCCC1)N1CCN(C(=O)c2ccco2)CC1 (configuration not stated)
  1, -5, 2, -6, 0.2, -4, -1, -15, 0.7
- CCc1ccc(OC(C)C(=O)N2CCC(c3nc4ccccc4o3)CC2)cc1 (configuration not stated)
  5, -8, -5, x, x, 0, u, -4, 1.1
- COCCNC(=O)c1sc2ncn(CC(=O)Nc3ccc(C)c(Cl)c3)c(=O)c2c1C
  0, -10, -3, 13, -0.1, 7, 0, 10, 0.5
- CCn1cc(C(=O)NCc2ccccc2Cl)c(=O)c2cc(S(=O)(=O)N3CCc4ccccc4C3)ccc21
  1, 13, 0, x, 0.4, 1, x, 9, 0.5
- O=C(CCC(=O)c1cccs1)NCc1ccccc1
  -1, 5, 8, 35*, -0.1, -1, -5, 1, -0.5
- CCN(CC)CCCN1C(=O)C(=O)/C(=C(/O)c2ccccc2)C1c1cc(OC)ccc1OC (configuration not stated)
  3, 1, -5, -17, -0.7, -1, 2, 4, -0.4
- CC(C)(C)c1nc(SCC(=O)Nc2ccc(N3CCOCC3)cc2)c2ccccc2n1
  0, 8, 3, 29, -0.2, 0, 6, 1, -0.5
- Cc1cccc(C(=O)OCC(=O)NCCCc2ccccc2)c1
  1, 5, 4, -4, -0.4, -1, -7, -2, 0.0
- COc1ccc(C(=O)NC(=S)NNC(=O)c2ccc(NC(=O)C(C)C)cc2)cc1
  1, -1, 8, 1, 0.5, -8, x, -11, -0.7
- c1ccc2sc(N3CCOCC3)nc2c1
  1, -3, -1, 0, 0.0, -4, -3, 8, -0.1
- CC(=O)OCC(=O)NCC(=O)c1c[nH]c2ccccc12
  1, 8, 5, 12, 0.3, -2, x, -2, 0.4
- CCn1c(SCC(=O)Nc2nc3c(s2)CCCC3)nc2c1c(=O)n(C)c(=O)n2C
  4, 8, 18, -22, 0.0, 4, x, -13, 0.0
- CC1(C(=O)N/N=C/c2ccc([N+](=O)[O-])o2)CC1(Br)Br (configuration not stated)
  1, 0, 0, -13, 0.9, -6, x, -7, 0.5
- CCCCOC(=O)c1cccc(NC(=O)CC)c1
  0, 13, -10, -31, 1.8, -3, -12, 5, 1.0
- CCCSc1ncc(Cl)c(C(=O)N(Cc2ccccc2)c2ccc(OC)cc2)n1
  16, -10, -9, x, 0.6, -2, -2, -36*, 2.5
- CC(C)CCNC(=O)C1CCN(S(=O)(=O)c2ccc3nc4c(c(C(=O)O)c3c2)CCCCC4)CC1
  1, -6, -2, 24, 0.8, -13, 31, 2, 0.1
- Cc1nn(C)cc1CN(C)C(=O)c1ccc(OC2CCN(Cc3ccccn3)CC2)cc1
  4, 9, 0, 0, 0.6, 1, 17, 6, 2.2
- COc1ccc(CCNC(=O)C2CC(=O)N(c3ccccc3)C2)cc1OC (configuration not stated)
  3, -14, 23, 1, 0.8, -3, -9, 2, 0.5
- COc1cccc(CN2CC(C(=O)NC3CCC(O)CC3)CCC2=O)c1 (configuration not stated)
  -1, 3, -4, -5, 0.1, 2, -1, -6, 0.6
- O=C(O)COc1ccc2oc3ccccc3c2c1
  3, 5, 5, -5, -0.4, 4, -6, -3, 0.0
- O=C(c1ccc(-c2cccc(C(F)(F)F)c2)o1)N1CCN(c2ccccc2)CC1
  10, 0, 15, 15, -2.0, -3, 0, 6, 0.1
- C[C@H]1O[C@H](O[C@H]2[C@H](O)[C@@H](O)[C@@H](O[C@H]3[C@H](O)[C@@H](O)C(O)O[C@@H]3CO)O[C@@H]2CO)[C@H](O)[C@@H](O)[C@@H]1N[C@H]1C=C(CO)[C@@H](O)[C@H](O)[C@H]1O (some centres not stated)
  2, 0, 0, 11, 1.1, -1, x, 5, 0.1

3 structures from above, ordered by length of the SMILES, smallest number first.
Values run as follows: D1 ag, D2 potentiator, TRHR enhancer, D2 antagonist, D2 agonist, D1 potentiator, RXFP1 antagonist, D1 antagonist, TRHR agonist
- O=C(O)COc1ccc2oc3ccccc3c2c1
  3, 5, 5, -5, -0.4, 4, -6, -3, 0.0
- COc1cccc(CN2CC(C(=O)NC3CCC(O)CC3)CCC2=O)c1 (configuration not stated)
  -1, 3, -4, -5, 0.1, 2, -1, -6, 0.6
- COc1ccc(CCNC(=O)C2CC(=O)N(c3ccccc3)C2)cc1OC (configuration not stated)
  3, -14, 23, 1, 0.8, -3, -9, 2, 0.5

Random excerpt: 3 records from the list.
Values run as follows: D1 ag, D2 potentiator, TRHR enhancer, D2 antagonist, D2 agonist, D1 potentiator, RXFP1 antagonist, D1 antagonist, TRHR agonist
- O=C(c1ccc(-c2cccc(C(F)(F)F)c2)o1)N1CCN(c2ccccc2)CC1
  10, 0, 15, 15, -2.0, -3, 0, 6, 0.1
- CCCSc1ncc(Cl)c(C(=O)N(Cc2ccccc2)c2ccc(OC)cc2)n1
  16, -10, -9, x, 0.6, -2, -2, -36*, 2.5
- Cc1nn(C)cc1CN(C)C(=O)c1ccc(OC2CCN(Cc3ccccn3)CC2)cc1
  4, 9, 0, 0, 0.6, 1, 17, 6, 2.2

An excerpt from above, showing only D1 antagonist, RXFP1 antagonist and TRHR agonist:
smiles	D1 antagonist	RXFP1 antagonist	TRHR agonist
CC1(C(=O)N/N=C/c2ccc([N+](=O)[O-])o2)CC1(Br)Br (configuration not stated)	-7	x	0.5
CC(C)COc1ccc(C(=O)N2CCN(CCc3ccncc3)CC2)cc1	-16	x	-0.2
O=C(Nc1nccs1)c1ccc(-c2ccc(F)cc2)o1	-10	-29	-1.5
O=C(O)CC/C(=C\c1ccc(Cl)c([N+](=O)[O-])c1)c1nc2ccccc2s1	-1	-9	-0.4

Among those listed so far, these have bromine:
Values run as follows: D1 ag, D2 potentiator, TRHR enhancer, D2 antagonist, D2 agonist, D1 potentiator, RXFP1 antagonist, D1 antagonist, TRHR agonist
- CC(C)NC(=O)c1cc(-c2ccc(Br)cc2)on1
  5, -3, 2, 14, -0.9, 2, 3, -2, 0.2
- CC1(C(=O)N/N=C/c2ccc([N+](=O)[O-])o2)CC1(Br)Br (configuration not stated)
  1, 0, 0, -13, 0.9, -6, x, -7, 0.5

More structures follow.
Values run as follows: D1 ag, D2 potentiator, TRHR enhancer, D2 antagonist, D2 agonist, D1 potentiator, RXFP1 antagonist, D1 antagonist, TRHR agonist
- CC(C)(C)NC(=O)CN1C(=O)/C(=C/c2ccccc2)SC1=S
  2, 8, -2, -8, -0.3, -1, 4, 0, 0.4
- Cc1cccn2c(=O)c3cc(C(=O)NCCc4ccccc4)c(=N)n(CC4CCCO4)c3nc12 (configuration not stated)
  1, 6, -5, -10, -1.7, -4, 2, -4, -0.2
- CCOc1ccc(N2CC(C(=O)NCCN3C(=O)S/C(=C\c4cccnc4)C3=O)CC2=O)cc1 (configuration not stated)
  1, 4, 1, 3, -0.2, -1, 8, -10, -1.4
- O=C(CN1CCOCC1)c1c[nH]c2ccccc12
  5, 11, -2, -17, -0.3, 2, 1, -1, 0.7
- S=C(c1ccc(N2CCCC2)c(Br)c1)N1CCCCC1
  0, -5, 11, x, x, -3, -14, 7, -0.4
- COCCNC(=O)Cn1cnc2c1c(=O)n(C)c(=O)n2C
  3, -3, -2, 13, -0.4, -1, -1, -5, 0.7
- COc1ccc(C2C(C#N)=C(N)Oc3cc(C)n(CCN4CCOCC4)c(=O)c32)cc1OC (configuration not stated)
  2, x, -2, x, x, -3, -8, 14, -0.5
- O=C(/C=C/c1ccco1)Nc1ccc(Cl)c(S(=O)(=O)N2CCOCC2)c1
  1, 8, 4, -7, 1.5, -4, -32, -13, 0.9
- CC(=O)Nc1cccc(NC(C)=C(C#N)C#N)c1
  1, 6, 9, 5, 1.1, -2, 0, 2, 0.4

Screens: PubChem BioAssay, National Center for Advancing Translational Sciences (NCATS)
